Source: PubChem BioAssay (National Center for Advancing Translational Sciences (NCATS))
mIDH1 inhibitor – inhibitors of human mutant IDH1 R132H. IDH1-R132H enzyme, NADPH consumption, diaphorase/resazurin fluorescence. Potency, µM (doses to about 76.6 µM), for the others: at the top dose activity change, negative = inhibition, hits mostly inhibitors. 390,000 tested, 0.093% active. AID 602179; further: potency means the concentration at half of the fitted maximal effect; on the % scale 0 is the no-effect control and ±100 the full control effect; nearly all actives have a fitted effect of over 65% in size
Target sequence (O75874 whole entry R132H, stated change not applied): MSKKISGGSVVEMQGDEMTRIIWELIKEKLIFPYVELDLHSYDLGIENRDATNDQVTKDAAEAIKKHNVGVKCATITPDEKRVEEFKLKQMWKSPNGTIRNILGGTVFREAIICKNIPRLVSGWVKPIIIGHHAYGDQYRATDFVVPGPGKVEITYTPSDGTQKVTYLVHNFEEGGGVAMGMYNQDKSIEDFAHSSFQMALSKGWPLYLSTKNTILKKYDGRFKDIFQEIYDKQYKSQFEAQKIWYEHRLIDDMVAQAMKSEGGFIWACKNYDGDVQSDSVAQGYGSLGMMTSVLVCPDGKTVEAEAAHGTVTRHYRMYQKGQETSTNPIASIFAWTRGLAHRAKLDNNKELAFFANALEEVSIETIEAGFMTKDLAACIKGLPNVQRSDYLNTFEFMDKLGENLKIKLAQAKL
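IDH1-R132H (0.5 ug/mL) preincubated 30 min with compound, then NADPH (0.016 mM) and alpha-KG (2 mM) added; 80 min at RT, pH 7.5. Remaining NADPH coupled via diaphorase/resazurin to fluorescence (540/590 nm); concentration-response curves normalized to no-enzyme control.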
D2 agonist – D2 dopamine receptor (human) agonism | P14416 | HEK293 T-REx D2 cells, calcium flux agonist mode | activation, % at 2 µM | 340,000 tested, 0.53% active | AID 485358;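 active means activation over 3 SD above normal in the single-dose calcium agonist read, cut at about 30% in these data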; further: 0% is about no effect
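Agonism is scored from calcium flux in a force-coupled, inducible HEK293 cell line expressing D2, read kinetically for 180 s after compound addition against dopamine controls.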
TRHR ag – TRH receptor (human) agonism; P34981; activation, % at 2 µM; 360,000 tested, 0.18% active; AID 493084; TRHR cells, calcium flux fluo-8, FDSS agonist mode; in the data active means activation above about 30%; further: 0% is about no effect
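Fluo-8-loaded TRHR cells; 10 s baseline, compound added, kinetic Ca2+ fluorescence read 1/s, agonist mode.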
TrxR1 substrate – substrates of rat thioredoxin reductase 1 | 390,000 tested, 0.01% active | AID 588456 | purified TrxR1 substrate turnover, NADPH consumption readout | Potency, µM (series often up to 114 µM), for inactives: top-dose activity change, negative = substrate turnover | O89049; further: potency means the concentration at half of the fitted maximal effect; on the % scale 0 is the no-effect control and ±100 the full control effect; nearly all actives have a fitted effect of over 50% in size
Target sequence (O89049 whole entry, looked up): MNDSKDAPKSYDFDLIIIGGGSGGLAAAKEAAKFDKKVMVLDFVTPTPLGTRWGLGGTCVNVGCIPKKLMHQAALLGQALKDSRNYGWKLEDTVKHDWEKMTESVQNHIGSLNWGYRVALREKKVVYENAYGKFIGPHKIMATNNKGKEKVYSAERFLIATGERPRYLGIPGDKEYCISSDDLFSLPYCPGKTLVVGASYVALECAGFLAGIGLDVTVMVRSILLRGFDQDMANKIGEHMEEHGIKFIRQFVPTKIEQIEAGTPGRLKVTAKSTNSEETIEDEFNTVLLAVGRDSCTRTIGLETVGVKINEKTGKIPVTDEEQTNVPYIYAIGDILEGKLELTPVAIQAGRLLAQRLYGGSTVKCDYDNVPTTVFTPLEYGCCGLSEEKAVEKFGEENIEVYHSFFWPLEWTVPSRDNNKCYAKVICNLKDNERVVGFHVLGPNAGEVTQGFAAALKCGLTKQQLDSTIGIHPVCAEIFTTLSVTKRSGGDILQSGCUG
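Rat TrxR1, dispensed at 90 nM, was prereduced with 400 uM NADPH (final) for 5 min at ~22 deg C, then incubated with compound 15 min before 400 uM selenite. A first-read NADPH fluorescence drop versus no-compound background flagged substrates.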
Pin1 inhibitor – inhibitors of human Pin1; 390,000 tested, 0.009% active; Q13526; Pin1 FP peptide displacement, HiFluor488, 10 min; Potency, µM (highest dose often 115 µM), without a hit: top-dose activity, negative = inhibition, usual class: inhibitors; AID 504891; active means well fitted inhibition curve with a large enough effect in the polarisation, with a control signal flat, not every such curve was filed as active; inconclusive means small, poorly fitted or top-dose-only effect, or effect the other way, or a change in a side signal; inactive means no such curve, though single readings can be large or run the other way; the % refers to the polarisation; further: potency means the concentration at half of the fitted maximal effect; on the % scale 0 is the no-effect control and ±100 the full control effect
TRHR PAM – TRH receptor (human) allosteric enhancement; P34981; AID 493056; enhancement, % at 2 µM; TRHR cells, fluo-8 calcium fluorescence, EC20 TRH enhancement; 360,000 tested, 0.66% active; in the data active means enhancement above about 30%; further: 0% is about no effect
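TRHR-expressing cells loaded with fluo-8 calcium dye were read kinetically (ex 480/em 530) during compound addition, then stimulated with an EC20 of TRH (10 nM final). Enhancement of the Gq-mediated intracellular calcium response was scored.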
D2 antag – antagonists of human D2 dopamine receptor. P14416. HEK293 TREx D2 cells, calcium flux, dopamine EC80. inhibition, % at 10 µM. 340,000 tested, 2% active; in the data active means inhibition above about 30%; further: 0% is about no effect
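HEK293 T-REx D2 cells, tet-induced, calcium dye no-wash. Cpd pintool add, 180 s kinetic, then EC80 DA, 180 s kinetic. Ca flux read.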
rTrxR1 inhibitor – rat TrxR1 inhibition; O89049; recombinant rTrxR1, NADPH fluorescence consumption, selenite substrate; 390,000 tested, 1% active; Potency, µM (titrated, usually from 114 µM), for inactives: top-dose activity change, negative = inhibition, usual class: inhibitors; further: potency means the concentration at half of the fitted maximal effect; on the % scale 0 is the no-effect control and ±100 the full control effect; nearly all actives have a fitted effect of over 65% in size
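Rat TrxR1 (90 nM in the dispensed reagent) was pre-reduced with 400 uM NADPH for 5 min at room temperature, then incubated with compound for 15 min. After 400 uM selenite was added, NADPH fluorescence (Ex 340/Em 450 nm) was followed for 8 min.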
USP1-UAF1 inh – USP1/UAF1 (human) deubiquitinase inhibition; O94782; recombinant USP1/UAF1, Ub-Rhodamine cleavage fluorescence; Potency, µM (series often up to 57.1 µM), inactives show top-dose activity change, negative = inhibition, most hits filed as inhibitors; 390,000 tested, 0.23% active; further: potency means the concentration at half of the fitted maximal effect; on the % scale 0 is the no-effect control and ±100 the full control effect; nearly all actives have a fitted effect of over 60% in size; inactives centre near -12
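USP1/UAF1 complex (1 nM) preincubated 15 min at room temperature with compound, then Ub-Rho substrate (150 nM final) added. Kinetic fluorescence at 480/540 nm over 6 reads at 60 s intervals; 50 mM HEPES pH 7.8, 0.5 mM EDTA, 0.1 mg/ml BSA, 1 mM TCEP, 0.01% Tween-20.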
Starred values were filed as active, the others as inactive; ? = inconclusive; . = no result given; [ ] = dose if it differs, or a comment. Unless noted, the call rests on the fitted dose curve; in most records, active means well fitted inhibition curve with a large enough effect; inconclusive means small, poorly fitted or top-dose-only effect; inactive means no such curve, though single readings can be large or run the other way. The list is partial; the hit share may differ from the screen's.

#	SMILES	mIDH1 inhibitor	D2 agonist	TRHR ag	TrxR1 substrate	Pin1 inhibitor
1	O=C1/C(=C/c2cccnc2)CCc2c1[nH]c1ccccc21	7%	0.1	0.4	3%[57.1 µM]	5%
2	O=C(NC(=S)Nc1ccc(Cl)c(C(=O)O)c1)c1cccc(COc2ccccc2)c1	10%	-0.6	0.0	-1%	-8%
3	COC(=O)c1ccccc1NC(=O)Cn1c(=O)oc2ccc(Cl)cc21	15%	.	-0.5	4%	2%
4	O=C1C2CCC(C(O)C2)N1Cc1ccccc1 (configuration not stated)	2%	-0.1	0.2	8%	2%
5	COC(=O)/C=C\C(=O)Nc1cccc([N+](=O)[O-])c1	10%	-1.0	-0.5	11%[57.1 µM]	0%
6	COc1ccc(-c2nsc(SCC(=O)Nc3cc(C)on3)n2)cc1	-1%	-0.3	-1.0	13%[57.1 µM]	-4%
7	Cc1ccc(OCCC(=O)Nc2ccc3c(c2)OCCCO3)cc1	2%	-0.1	0.0	2%	?
8	Cc1ccccc1OCCn1c(-c2ccc(Cl)cc2)nc2ccccc2c1=O	-12%	0.2	-0.1	-6%	1%

#	TRHR PAM	D2 antag	rTrxR1 inhibitor	USP1-UAF1 inh
1	-2	4	5%[57.1 µM]	-14%
2	0	-1	71µM*	?
3	-2	.	3%	-18%
4	-3	-7	22%	-23%
5	12	3	?	-19%
6	5	-1	7%[57.1 µM]	-19%
7	1	9	16%	-12%
8	3	.	-3%	-18%

Next structures follow.
#	SMILES	mIDH1 inhibitor	D2 agonist	TRHR ag	TrxR1 substrate	Pin1 inhibitor
9	O=C(CSc1ccc(-c2ccncc2)nn1)N1CCN(c2ccccc2)CC1	4%	1.6	-0.2	-9%[57.1 µM]	7%
10	CC(C)(O)c1[nH]c2cc(C(F)(F)F)ccc2c1C(C)(C)O	-4%	-0.7	0.3	-2%	-6%
11	Cc1ccc(C)c(OCC(=O)N/N=C/c2ccsc2)c1	7%	0.9	1.2	-7%	-8%
12	Cc1cc(CNC(=O)Cn2nc(C)c([N+](=O)[O-])c2C)c2ccccc2n1	0%	-0.4	0.2	6%	0%
13	O=S(=O)(Nc1cccnc1Cl)c1ccc(-c2ccccc2)cc1	-7%	0.0	0.9	7%	0%
14	CC(C)c1cc(C(=O)N2CCCC(Nc3ccc(F)c(F)c3)C2)nc(N)n1 (configuration not stated)	-8%	0.2	-0.2	-6%	-1%
15	CCN1CCN(C(=O)Nc2cc(Cl)ccc2OC)CC1	6%	0.4	0.2	-10%[57.1 µM]	-14%
16	Cc1ccc(S(=O)(=O)Nc2ccc3nc(C)sc3c2)c(C)c1	-4%	0.5	-3.7	5%	29%

#	TRHR PAM	D2 antag	rTrxR1 inhibitor	USP1-UAF1 inh
9	3	-10	20%[57.1 µM]	-25%
10	0	12	2%	-31%
11	1	-1	-6%	-21%
12	-5	1	11%[57.1 µM]	-12%
13	5	-7	31%	-19%
14	1	-13	-7%	2%
15	0	6	20%[57.1 µM]	-5%
16	-5	2	20%	-16%

The list continues.
#	SMILES	mIDH1 inhibitor	D2 agonist	TRHR ag	TrxR1 substrate	Pin1 inhibitor
17	c1cncc(-c2nc3ccccn3c2Nc2ccc3c(c2)OCCO3)c1	-3%	-1.5	-0.5	1%[57.1 µM]	2%
18	O=C(c1cc([N+](=O)[O-])ccc1N1CCOCC1)N1CCOCC1	-7%	0.6	0.1	-1%	-3%
19	COC(=O)c1cccc(C23CC4(C2)[C@H](CN(Cc2cccnc2)[C@@H]4c2ccccc2)C3c2ccc(Cl)nc2)c1 (some centres not stated)	-8%	-0.3	0.3	1%	9%
20	CCOc1ccc(NCc2nnc(SCC(=O)Nc3nc(-c4ccccc4)cs3)n2-c2ccccc2)cc1	0%	1.9	0.3	-9%	8%
21	COc1ccc(S(=O)(=O)N2CCOCC2)cc1C(=O)Nc1cc(C)on1	4%	-0.6	-1.2	3%	-1%
22	CSc1ccc(-c2cc(=O)c3ccccc3o2)cc1	17%	-0.9	-0.3	368%[activator]	-4%
23	COc1ccccc1CNC(=O)CNCC1CCCO1 (configuration not stated)	3%	0.8	0.4	7%	2%
24	Fc1cccc(C2CCCCN2Cc2nc(C3CC3)no2)c1 (configuration not stated)	4%	-1.3	-1.2	-3%	-7%

#	TRHR PAM	D2 antag	rTrxR1 inhibitor	USP1-UAF1 inh
17	-2	-5	5%[57.1 µM]	6%
18	8	-14	26%	-16%
19	2	-8	-7%	-16%
20	5	7	-9%	-5%
21	11	-4	13%[57.1 µM]	-20%
22	12	2	60%[activator]	-19%
23	-2	12	-1%	-18%
24	0	14	6%	-21%

Remaining list, next part
#	SMILES	mIDH1 inhibitor	D2 agonist	TRHR ag	TrxR1 substrate	Pin1 inhibitor
25	Cc1ccc(CNS(=O)(=O)c2ccc3c(c2)OCCO3)cc1	0%	.	-0.4	-11%	-8%
26	O=C(C1CCCCC1)N1CCN(C(=O)C2CCCCC2)CC1	2%	1.0	0.1	-6%	2%
27	O=c1c(=O)n(O)c2ccccc2n1O	1%	-0.8	-1.3	2%	?
28	Cc1cccc(CSc2nnc(-c3cnccn3)n2C)c1	3%	-0.6	-0.4	9%[57.1 µM]	1%
29	CC1CN(C(=O)[C@@H]2CCCN2S(=O)(=O)c2ccc(Cl)cc2)CC(C)O1 (some centres not stated)	-2%	.	.	5%	-10%
30	COc1ccc(/C=C(/C(=O)Nc2ccccc2C(=O)N2CCCC2)c2ccccc2)cc1	1%	0.9	0.6	-1%	-9%
31	Cc1nn(C)c(C(=O)Nc2cccc(CN3CCOCC3)c2)c1Br	1%	-0.2	0.0	7%[57.1 µM]	-2%
32	CCOC(=O)c1c(C)[nH]c(CCC(=O)Nc2ccccc2C(F)(F)F)c1C	-13%	-0.4	-0.3	-2%[57.1 µM]	-6%

#	TRHR PAM	D2 antag	rTrxR1 inhibitor	USP1-UAF1 inh
25	-7	.	-11%	-11%
26	0	0	23%	-10%
27	11	-17	0%	-6%
28	-5	5	19%[57.1 µM]	-5%
29	.	.	44%[activator]	-12%
30	-8	0	7%	-25%
31	1	0	2%	5%
32	0	.	10%[57.1 µM]	?

(cont.)
#	SMILES	mIDH1 inhibitor	D2 agonist	TRHR ag	TrxR1 substrate	Pin1 inhibitor
33	Cc1nc(NC(=O)c2ccccc2)sc1C1(C)CC(c2ccccc2F)=NO1 (configuration not stated)	1%[38.3 µM]	0.1	0.1	-2%	15%
34	Cc1cc(C)c(-c2c(N)cc(Br)cc2Br)c(N)c1	2%	.	.	-7%	-2%
35	CC(=O)c1ccccc1NC(=O)c1ccc(OCc2c(C)noc2C)cc1	2%	.	.	15%	29%
36	CC(C)[C@H](NC(=O)c1ccccc1)C(=O)Nc1ccc2c(c1)OCO2	3%	-0.2	-1.0	-5%	-7%
37	Cc1cc(C)cc(OCC(=O)Nc2ccc(N3CCCCC3)cc2)c1	4%	0.0	-0.3	-7%	-2%
38	COc1cccc(C(=O)Nc2ccc(NC(=O)c3ccc(C(C)(C)C)cc3)cc2)c1	.	.	-0.8	11%	1%
39	O=C(CSc1n[nH]c(-c2ccccn2)n1)Nc1ccccc1	-3%	-0.1	0.8	4%	-1%
40	CC[C@]12c3[nH]c4cc(CCC(=O)N(C)C)ccc4c3CCN1C(=O)[C@@H](CC(=O)NCCCn1ccnc1)C[C@@H]2C(=O)N1CCN(C(=O)c2ccco2)CC1	-2%	.	.	-1%	-1%
41	CCC(=O)N(Cc1cc2cc(OC)ccc2[nH]c1=O)c1cc(C)ccc1C	-3%	-0.4	3.6	17%[57.1 µM]	-3%

#	TRHR PAM	D2 antag	rTrxR1 inhibitor	USP1-UAF1 inh
33	0	-18	8%	-6%
34	.	.	1%	-18%
35	.	.	44%[activator]	-11%
36	4	-5	10%	-12%
37	13	4	-5%	-17%
38	1	.	7%	?
39	5	-2	16%	-27%
40	.	.	9%	-17%
41	-3	-4	37%[57.1 µM]	-6%

From compound 31 as far as 38, copied from above:
#	SMILES	mIDH1 inhibitor	D2 agonist	TRHR ag	TrxR1 substrate	Pin1 inhibitor
31	Cc1nn(C)c(C(=O)Nc2cccc(CN3CCOCC3)c2)c1Br	1%	-0.2	0.0	7%[57.1 µM]	-2%
32	CCOC(=O)c1c(C)[nH]c(CCC(=O)Nc2ccccc2C(F)(F)F)c1C	-13%	-0.4	-0.3	-2%[57.1 µM]	-6%
33	Cc1nc(NC(=O)c2ccccc2)sc1C1(C)CC(c2ccccc2F)=NO1 (configuration not stated)	1%[38.3 µM]	0.1	0.1	-2%	15%
34	Cc1cc(C)c(-c2c(N)cc(Br)cc2Br)c(N)c1	2%	.	.	-7%	-2%
35	CC(=O)c1ccccc1NC(=O)c1ccc(OCc2c(C)noc2C)cc1	2%	.	.	15%	29%
36	CC(C)[C@H](NC(=O)c1ccccc1)C(=O)Nc1ccc2c(c1)OCO2	3%	-0.2	-1.0	-5%	-7%
37	Cc1cc(C)cc(OCC(=O)Nc2ccc(N3CCCCC3)cc2)c1	4%	0.0	-0.3	-7%	-2%
38	COc1cccc(C(=O)Nc2ccc(NC(=O)c3ccc(C(C)(C)C)cc3)cc2)c1	.	.	-0.8	11%	1%

#	TRHR PAM	D2 antag	rTrxR1 inhibitor	USP1-UAF1 inh
31	1	0	2%	5%
32	0	.	10%[57.1 µM]	?
33	0	-18	8%	-6%
34	.	.	1%	-18%
35	.	.	44%[activator]	-11%
36	4	-5	10%	-12%
37	13	4	-5%	-17%
38	1	.	7%	?
